Screening results from PubChem.
LYPLA2 inh: LYPLA2 (human) inhibition in PME1 counter-screen; O95372; recombinant LYPLA2, FP-Rh probe fluorescence polarization; inhibition, % at 5.9 µM; 320,000 tested, 0.38% active;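 active = inhibition above the screen-wide mean plus 3 SD, limit set per campaign, cut at about 26% in these data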;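 note: 0% = LYPLA2 with DMSO and 100% = wells lacking LYPLA2 enzyme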
PP5 inh: inhibitors of human protein phosphatase 5 (PP5). P53041. purified PP5c, OMFP substrate fluorescence. inhibition, % at 6.7 µM. 320,000 tested, 0.18% active;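 active = inhibition above the campaign's mean inhibition across all tested compounds plus 3 SD, cut at about 9.5% in these data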;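 note: 0% = DMSO only and 100% = 100 µM cantharidin control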
PREPL inh: inhibitors of human prolyl oligopeptidase-like enzyme PREPL | recombinant PREPL, fluorescence polarization activity-based probe | Q4J6C6 | inhibition, % at 5.96 µM | 320,000 tested, 0.68% active; in the data active = inhibition above about 43%;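 note: 0% = enzyme with DMSO and 100% = wells lacking enzyme; many of its hits are not listed in these tables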
Target sequence (Q4J6C6 whole entry, looked up): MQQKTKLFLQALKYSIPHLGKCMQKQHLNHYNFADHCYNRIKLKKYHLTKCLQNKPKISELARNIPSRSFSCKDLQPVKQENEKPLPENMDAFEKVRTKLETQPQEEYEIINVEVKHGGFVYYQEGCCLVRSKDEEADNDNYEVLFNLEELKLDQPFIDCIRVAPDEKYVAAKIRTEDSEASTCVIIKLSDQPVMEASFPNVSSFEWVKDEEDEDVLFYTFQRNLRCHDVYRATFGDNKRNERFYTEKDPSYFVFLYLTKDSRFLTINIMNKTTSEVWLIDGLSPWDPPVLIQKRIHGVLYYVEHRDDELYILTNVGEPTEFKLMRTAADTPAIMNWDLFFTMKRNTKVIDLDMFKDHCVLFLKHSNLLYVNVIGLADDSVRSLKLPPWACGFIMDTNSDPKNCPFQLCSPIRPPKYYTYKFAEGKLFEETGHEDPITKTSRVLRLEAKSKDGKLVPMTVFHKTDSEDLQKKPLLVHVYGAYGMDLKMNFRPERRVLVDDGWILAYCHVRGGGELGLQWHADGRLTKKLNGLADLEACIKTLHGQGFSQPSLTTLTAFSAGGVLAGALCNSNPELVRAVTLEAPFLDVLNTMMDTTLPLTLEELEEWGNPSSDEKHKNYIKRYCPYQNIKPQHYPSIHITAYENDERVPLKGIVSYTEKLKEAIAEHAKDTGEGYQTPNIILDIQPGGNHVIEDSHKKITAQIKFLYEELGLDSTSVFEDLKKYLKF
Efflux pump inh: antifungal efflux pump inhibition, Nile Red retention; S. cerevisiae Candida pump triplex; inhibition, % at 10 µM; 330,000 tested, 0.44% active;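 active = plate passing quality check with inhibition over a set limit, or well fluorescence over plate mean plus 4 SD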;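 note: Nile Red retained in pooled yeast measured as flow cytometry median fluorescence; 0% = buffer negative control and 100% = Enniatin B positive control; higher means more Nile Red kept so more efflux inhibition; some compounds called inactive have numbers as strong as hits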
GASC-1 inh: inhibitors of human GASC-1 (JMJD2C) demethylase; inhibition, % at 2.35 µM; 330,000 tested, 0.069% active; GST-JMJD2C(1-420) H3K9me3 demethylation, DELFIA europium;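 active = more than half of a compound's replicate wells show inhibition beyond 50%, single wells judged on their own value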;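 note: signal counts dimethyl H3K9 product captured on neutravidin plate; 0% = median of DMSO wells and 100% = 0.3 times that DMSO median; strong numbers were not always called active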
CTSL1 counter: cathepsin L1 inhibition, PFM18AAP counter-screen | recombinant F. hepatica cathepsin L1, Z-Leu-Arg-MCA fluorescence | inhibition, % at 5.96 µM | 300,000 tested, 0.49% active | AID 1906;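 active = inhibition above the mean of all tested compounds plus 3 SD, set per screening campaign, cut at about 17% in these data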;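 note: 0% = plate median of test compound wells and 100% = 1 µM Z-Phe-Ala-diazomethylketone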
TPT1 inhibitor: C. albicans TPT1 enzyme inhibition; AID 1962; 300,000 tested, 0.81% active; inhibition, % at 5 µM; recombinant caTPT1, FP RNA substrate dephosphorylation;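 active = inhibition above the mean of all tested compounds plus 3 SD, set per screening campaign, cut at about 24% in these data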;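 note: plate controls were DMSO alone for no effect and ferristatin control at 100 nM for full effect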
PP1 counter: blocks human PP1-alpha phosphatase, a PP5 counter-screen; P62136; purified PP1alpha, OMFP fluorescence; inhibition, % at 6.7 µM; 320,000 tested, 0.9% active; AID 2235;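 active = inhibition above the mean inhibition of all tested compounds plus 3 SD, computed separately for each screening campaign, cut at about 15% in these data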
Target sequence (P62136 whole entry, looked up): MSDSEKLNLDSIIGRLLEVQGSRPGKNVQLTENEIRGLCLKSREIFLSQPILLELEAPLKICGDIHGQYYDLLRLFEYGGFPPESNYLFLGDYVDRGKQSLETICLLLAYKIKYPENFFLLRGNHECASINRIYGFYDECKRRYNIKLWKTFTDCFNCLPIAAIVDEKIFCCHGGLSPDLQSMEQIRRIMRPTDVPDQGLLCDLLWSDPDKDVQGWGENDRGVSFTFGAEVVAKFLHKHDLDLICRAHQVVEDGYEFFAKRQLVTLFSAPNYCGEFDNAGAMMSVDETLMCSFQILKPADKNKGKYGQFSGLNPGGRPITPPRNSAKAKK
HCV core dimer: blocks dimerization of HCV core protein; TR-FRET GST/Flag-core106 dimerization, 1536-well; inhibition, % at 5 µM; 300,000 tested, 0.33% active; AID 1899;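 active = inhibition above the mean of all tested compounds plus 3 SD, set per screening campaign, cut at about 45% in these data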
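Assay system: Tagged HCV core106 pair (GST and Flag) | Buffer or medium: KF-containing HEPES buffer, pH 7.45, DTT, CHAPS, BSA | Also added: Eu donor and XL665 acceptor anti-tag antibodies | Dosing: One concentration, 5 µM, in 0.5% DMSO | Timing: 4 h at 22.5 °C | Technique: TR-FRET 671 and 617 nm emission | Repeats: Singlicate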
* = called active by the depositor; . = no result given.

SMILES	LYPLA2 inh	PP5 inh	PREPL inh	Efflux pump inh	GASC-1 inh	CTSL1 counter	TPT1 inhibitor	PP1 counter	HCV core dimer
CCOC(=O)COc1c(Cl)cc(C2NC(=S)NC(c3ccccc3)=C2C(C)=O)cc1OCC (stereo not given)	2.5	3.0	7.3	0.2	-1.6	0.6	-1.6	0.7	0.2
c1ccc(C2C3=C(Nc4ncnn42)c2ccccc2CCC3)cc1 (stereo not given)	0.7	-3.1	10.9	0.2	-9.7	-0.8	4.5	-1.3	-1.8
CCOC(=O)C1CCN(C(=O)CCS(=O)(=O)c2ccc3c(c2)CC(C)N3C(=O)CC)CC1 (stereo not given)	-1.4	4.9	8.6	0.1	-6.2	-1.1	0.7	-2.6	-12.0
O=C(C1=C(O)C(=O)N(Cc2ccco2)C1c1cccc(O)c1)c1ccco1 (stereo not given)	2.0	0.7	-11.8	-0.3	13.8	-0.6	1.1	4.1	-2.3
CCCC(=O)N1CCC(CCC(=O)NC2CC2)CC1	-0.7	-1.9	1.2	-0.1	33.1	1.6	-1.0	1.3	-6.5
CCN1C(=O)N[C@H](c2ccccc2)C(C(C)=O)=C1C	-4.0	-0.2	7.8	0.0	8.4	6.2	-0.4	-2.0	6.0
Cc1cccc(NC(=S)N(CCCN(C)C)Cc2cc3cc4c(cc3[nH]c2=O)OCO4)c1	-3.0	-0.8	9.1	-0.2	-10.5	-1.4	-2.9	1.7	-0.1
CCOC(=O)CSc1nnc(CSc2nc3ccccc3c(=O)[nH]2)n1-c1ccccc1	2.4	2.3	-12.3	0.0	-0.7	-6.9	0.5	-1.8	-7.9
O=c1ccccn1Cc1ccccc1F	2.4	2.4	-8.4	0.0	-5.8	-2.4	2.4	-0.5	0.2
CCOc1ccccc1C(=O)Nc1cc(OC)ccc1OC	3.5	5.5	12.5	0.0	17.4	3.2	-1.1	-2.7	1.1
Cc1cc(N2CCN(c3ccc(F)cc3)CC2)nc(-c2ccccc2)n1	-1.4	-1.8	9.8	0.0	-6.6	3.6	-11.8	-1.5	4.2
COc1ccc(NC(=O)C(=O)c2cn(CC(=O)N3CCCC3)c3ccccc23)cc1OC	1.8	-0.2	12.2	-2.1	-2.7	4.1	-2.8	-2.5	-0.3
O=C(Nc1ccc(F)cc1)C(=O)c1cn(CC(=O)N2CCOCC2)c2ccccc12	-3.8	-0.3	14.3	-0.1	4.2	4.0	-0.4	-1.3	5.6
CC(Oc1ccccc1)C(=O)N(CCC1=CCCCC1)c1c(N)n(Cc2ccccc2)c(=O)[nH]c1=O (stereo not given)	3.4	3.0	9.3	6.2*	12.3	-2.3	-0.4	4.3	6.4
COc1cccc(CN2CC(C(=O)N(C)CC3CCOCC3)CCC2=O)c1 (stereo not given)	-3.9	0.7	8.1	0.2	1.2	4.2	2.0	-5.5	1.4

An excerpt from above in order of formula weight, ascending.
SMILES	LYPLA2 inh	PP5 inh	PREPL inh	Efflux pump inh	GASC-1 inh	CTSL1 counter	TPT1 inhibitor	PP1 counter	HCV core dimer
O=c1ccccn1Cc1ccccc1F	2.4	2.4	-8.4	0.0	-5.8	-2.4	2.4	-0.5	0.2
CCN1C(=O)N[C@H](c2ccccc2)C(C(C)=O)=C1C	-4.0	-0.2	7.8	0.0	8.4	6.2	-0.4	-2.0	6.0
CCOC(=O)C1CCN(C(=O)CCS(=O)(=O)c2ccc3c(c2)CC(C)N3C(=O)CC)CC1 (stereo not given)	-1.4	4.9	8.6	0.1	-6.2	-1.1	0.7	-2.6	-12.0

(more compounds)
SMILES	LYPLA2 inh	PP5 inh	PREPL inh	Efflux pump inh	GASC-1 inh	CTSL1 counter	TPT1 inhibitor	PP1 counter	HCV core dimer
CCn1ccc(C(=O)Nc2ccc(N(C)C(C)=O)cc2)n1	6.7	1.9	-1.6	0.0	9.6	-1.6	4.8	-3.3	-1.1
C=CCn1c(C)cc(C(=O)COC(=O)COc2ccccc2C#N)c1C	4.3	4.2	-4.8	0.1	-0.8	-6.4	-1.7	1.5	-6.9
COc1ccc(CCCC(=O)N/N=C/c2ccccc2OC)cc1	3.4	0.2	-2.3	-0.1	2.3	0.4	-5.2	-0.7	-2.0
Cc1cc(/C=N/NC(=O)c2ccsc2)c(C)n1-c1cnccn1	-0.9	3.2	-5.3	-0.2	0.6	1.6	0.4	1.2	-7.6
CC(C)n1cnc2c(Nc3cccc(Cl)c3)nc(N(CCO)CCCO)nc21	8.5	4.7	18.7	0.2	-1.2	-1.5	1.1	2.8	-13.2
CN(C)S(=O)(=O)c1ccc(Cl)c(NC(=O)COC(=O)CCC(=O)c2cccs2)c1	2.8	-0.8	0.3	0.0	-1.6	-32.3	0.1	-4.1	-2.4
CN(Cc1nc2ccccc2n1C)S(=O)(=O)c1ccc(F)cc1	0.3	-3.1	-1.7	0.5	-3.2	-3.0	-8.2	8.0	5.9
CCOC(=O)/C(C#N)=C/Nc1ccsc1C(C)=O	3.7	1.8	9.6	-0.1	3.7	1.9	-4.2	-2.1	-6.5
Nc1c(C(=O)CSc2n[nH]c(-c3ccccc3Br)n2)c(=O)[nH]c(=O)n1C1CC1	-2.2	-2.0	0.1	-0.1	-2.5	.	.	1.4	.
CC(=O)c1ccc(OCc2cc(C(=O)N3CCN4CCCC4C3)no2)cc1 (stereo not given)	-1.6	1.2	0.0	0.0	2.3	-3.9	1.4	-4.3	13.1
COc1ccc(-n2c(=S)[nH]c3cc(C(=O)NCc4ccc(F)cc4)ccc3c2=O)c(OC)c1	6.7	4.6	9.6	0.1	-2.3	-1.6	-0.8	4.5	2.8
Cc1ccccc1NC(=O)Cc1nc(COC(=O)CNS(=O)(=O)c2cccc(Br)c2)cs1	0.8	2.8	14.8	0.1	1.8	-14.2	2.3	-1.6	7.0
COc1ccccc1N(C(C)=O)C1SC(=O)N(c2ccccc2)C1=O (stereo not given)	4.2	-0.9	-7.7	0.0	17.1	-3.0	-2.7	-1.1	1.4
CCNC(=O)N1C(CC(=O)OCC)C(=O)NC2CCCCC21 (stereo not given)	0.0	-2.1	4.3	-0.1	9.4	3.1	-0.3	0.4	4.5
COC(=O)c1cc(S(=O)(=O)Nc2cccc(OC)c2)cn1C	-2.0	1.2	-3.5	-0.1	-36.3	-1.9	2.5	-2.5	4.7
Cc1ccc(C)c(S(=O)(=O)N2CCN(C(=O)c3cnccn3)CC2)c1	7.3	1.5	13.7	-0.1	28.7	-0.2	-1.5	-1.5	-0.4
COc1cc2c(cc1OC)[C@H](C)N(C(=O)COc1ccccc1)CC2	-0.7	-0.2	4.1	-0.1	8.0	-3.8	-1.4	-2.1	0.1
O=C1Nc2cc(C(=O)NCC3CCCO3)ccc2S/C1=C/c1ccccc1F (stereo not given)	0.0	2.0	-2.3	0.1	-3.5	-1.8	0.1	1.8	-6.5
CCOc1ccc(S(=O)(=O)N(CC(=O)N2CCC(C(N)=O)CC2)c2ccc(F)cc2)cc1	6.8	2.0	5.5	0.0	-1.6	-1.5	-0.4	-3.5	3.5
Cc1ccccc1OCC(=O)OCC(=O)NC1CC1	-0.8	-2.6	-7.5	-0.1	-0.5	.	.	1.4	.
Cc1cc(C)cc(Nc2cnn(C34CC5CC(CC(CC(=O)O)(C5)C3)C4)c(=O)c2Cl)c1	-2.6	2.6	9.1	-0.6	0.6	-0.6	-2.2	0.0	1.2
Cc1cccc(C(=O)NNC(=O)C2CC2)c1	7.0	-0.3	4.3	0.1	22.4	0.3	1.6	-1.9	3.9
COc1ccc(CCNC(=O)CSc2ccc(-c3ccncc3)nn2)cc1	4.0	-0.4	11.4	0.0	-3.4	-4.4	1.1	-4.4	-1.4
CC1(C)Oc2cc(N)c([N+](=O)[O-])cc2O1	2.6	0.4	-7.1	-0.2	2.0	4.8	-0.9	2.1	-11.8
CCCn1c(=O)c2[nH]cnc2n(-c2ccccc2C)c1=O	0.8	2.0	13.1	-0.1	22.7	-4.9	-2.6	-1.3	-4.2
Cc1ccccc1N/N=C/c1c(C)nc2ccccn12	2.3	0.0	5.1	-0.3	8.9	0.5	2.7	3.5	-23.4
COc1ccc(C(=O)N2CCN(C3CCCCC3)CC2)cc1OC	4.4	-1.1	-1.7	-0.1	4.3	3.2	-4.7	-0.4	4.1
Cc1ccnc(NS(=O)(=O)c2cc([N+](=O)[O-])ccc2C)c1	-0.2	-0.6	2.4	0.1	1.0	0.1	-1.8	-7.3	-2.1
COc1cccc(/C=C2\SC(=O)N(CC(=O)NC3C=CS(=O)(=O)C3)C2=O)c1 (stereo not given)	1.9	1.2	8.3	0.3	-0.3	1.0	-0.6	1.3	-1.6
COc1cccc(NC(=O)CN(C)C(=O)CCSc2ccc(C)cc2)c1	-4.8	-0.1	1.7	0.1	-8.8	.	.	1.3	.
O=c1nc(-c2ccccc2)cc(-c2ccccc2)[nH]1	-1.4	-0.9	4.7	0.0	0.0	-1.3	-0.7	-2.2	7.8
O=C(CSc1ncccn1)N/N=C/c1cccc(OC2CSC2)c1	3.2	-3.9	-0.8	0.1	-0.2	-4.2	-4.2	-0.6	-0.3
COc1ccc(OC)c(C2NC(=S)NC(C)=C2C(=O)Nc2ccccn2)c1 (stereo not given)	2.0	0.2	-4.1	0.0	11.4	-1.7	-1.8	0.0	-1.8
O=C(Cn1nc(Cc2cccnc2)c2ccccc2c1=O)Nc1cccnc1Cl	-2.5	-0.1	3.4	0.0	-5.8	1.6	-1.3	-4.3	11.2
COc1ccccc1N1CCN(C(=O)c2cccc(N3C(=O)NC4CC3(C)Oc3ccccc34)c2)CC1 (stereo not given)	-5.3	0.5	3.0	0.0	11.1	-1.0	-3.2	1.2	11.7
COc1ccc(C(=O)CSc2nnc(CC(=O)Nc3ccccc3OC)n2C)cc1	2.6	-3.0	0.6	0.0	11.3	5.4	-1.7	-1.1	-2.9
CCc1[nH]nc2c1C(c1ccc(C)o1)C(C#N)=C(N)O2 (stereo not given)	4.8	-2.1	-3.7	0.2	17.4	-0.9	0.8	-3.5	2.3
CN(Cc1cn(C)nc1-c1ccccc1F)C1CCOC1 (stereo not given)	-4.6	-3.2	9.1	0.6	5.9	-5.9	-0.9	-2.4	8.2
Cc1nn(CC(=O)Nc2cccc(Cl)c2)c(=O)c2cc(-c3ccccc3)nn12	0.4	0.3	6.6	0.0	3.0	0.0	-1.9	-1.0	8.9
Clc1cccc(OCc2nc(-c3ccncc3)no2)c1	16.7	0.2	15.7	-0.1	1.3	3.3	-2.0	-0.9	-7.4
O=C(OCc1nnc(-c2ccccc2)o1)c1cc2ccccc2cc1O	-8.8	2.4	5.2	0.2	4.3	4.2	1.4	2.6	5.2
CNC(=S)N(CCc1c(C)[nH]c2ccc(C)cc12)Cc1ccco1	2.3	2.4	6.3	-0.6	-2.8	-2.2	2.1	-2.2	-3.9
C=CCn1c(C)cc(C(=O)COc2ncnc3sccc23)c1C	8.0	1.2	0.0	0.1	2.9	-1.3	8.4	1.8	17.3
C/C(=N\Nc1nc2ccccc2s1)c1cccs1	7.8	2.6	44.9*	-0.1	-13.9	1.4	0.2	2.3	-23.0
CC1=Nc2cc(C(=O)NCCCN3CCN(C)CC3)ccc2Sc2ccc(C)cc21	-4.2	2.5	-3.6	0.0	-3.7	-1.8	-1.1	1.4	7.4

A portion of the library, so the mix of outcomes need not match the whole.
